High-throughput results: PubChem, National Center for Advancing Translational Sciences (NCATS)
Tau FP inhib: qHTS for Inhibitors of Tau Fibril Formation, Fluorescence Polarization; actives 0.39% (n = 280,000); K18 P301L tau heparin fibrillization, Alexa594 FP, 6 h; Potency, µM (series often up to 57.7 µM), for the others: top-dose activity, negative = inhibition, most hits filed as inhibitors; also: % is scaled to controls: 0 for no effect and ±100 for the full control effect; nearly all actives have a fitted effect of over 55% in size
Target sequence (P10636 561-689 P618L limits assumed): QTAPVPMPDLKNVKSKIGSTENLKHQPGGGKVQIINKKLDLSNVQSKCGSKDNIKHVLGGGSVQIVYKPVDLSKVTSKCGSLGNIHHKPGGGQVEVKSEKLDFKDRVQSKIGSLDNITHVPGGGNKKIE
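K18 P301L tau (15 uM unlabeled/0.24 uM Alexa 594-labeled, final) + compound + heparin 20 uM final; 100 mM NaOAc pH 7; 6 hr 37 C; ThT 30 uM final added, 1 hr RT; FP ex 555/em 632 nm.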
TR SRC2 fluor cs: Total Fluorescence Counterscreen for Inhibitors of the Interaction of Thyroid Hormone Receptor and Steroid Receptor Coregulator 2; AID 1479, 2009; actives 0.29% (n = 280,000); TRb/SRC2 Texas Red total fluorescence interference; Potency, µM (titrated, usually from 106 µM), for the others: top-dose fluorescence change, negative = quenching; active = well fitted curve in either direction with a large enough effect; inconclusive = small, poorly fitted or top-dose-only effect; also: % is scaled to controls: 0 for no effect and ±100 for the full control effect
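Flags fluorescent or light-absorbing compounds by total fluorescence, S + 2P, at 555 nm excitation and 632 nm emission. Mixture: 20 nM Texas Red SRC2 peptide, 0.6 uM human TRb LBD, 1 uM T3, 5% DMSO; compound exposure 5 h at ambient temperature.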
RECQ1 helicase: qHTS Assay for Inhibitors of RecQ-Like Dna Helicase 1 (RECQ1); AID 2549, 2010; actives 0.54% (n = 240,000); ATP-dependent DNA helicase Q1 (Homo sapiens), P46063; RECQ1 DNA unwinding, red fluorescence kinetic read; Potency, µM (top dose mostly 57.3 µM), without a hit: top-dose activity, negative = inhibition, actives largely listed as inhibitors;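 also: plate controls were vehicle for no effect and no enzyme for full effect; nearly all actives have a fitted effect of over 30% in size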
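50 nM RECQ1T1 preincubated 15 min with compound in Tris pH 8.0 buffer with MgCl2, DTT, Tween-20 and 2.5 ug/ml poly(dI-dC); started with 200 nM TAMRA/BHQ-2 forked duplex and 2 mM ATP. Unwinding read as fluorescence (525/598 nm), two reads 2 h apart.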
L3MBTL1 inh: qHTS Assay for the Inhibitors of L3MBTL1; Lethal(3)malignant brain tumor-like protein 1 (Homo sapiens), Q9Y468; AlphaScreen L3MBTL1–H3K9me1 peptide binding; Potency, µM (titrated, usually from 57.1 µM), for the others: top-dose activity, negative = inhibition, most hits filed as inhibitors; actives 0.66% (n = 230,000); AID 485360, 2010; also: % is scaled to controls: 0 for no effect and ±100 for the full control effect; nearly all actives have a fitted effect of over 60% in size
Target sequence (Q9Y468 whole entry, looked up): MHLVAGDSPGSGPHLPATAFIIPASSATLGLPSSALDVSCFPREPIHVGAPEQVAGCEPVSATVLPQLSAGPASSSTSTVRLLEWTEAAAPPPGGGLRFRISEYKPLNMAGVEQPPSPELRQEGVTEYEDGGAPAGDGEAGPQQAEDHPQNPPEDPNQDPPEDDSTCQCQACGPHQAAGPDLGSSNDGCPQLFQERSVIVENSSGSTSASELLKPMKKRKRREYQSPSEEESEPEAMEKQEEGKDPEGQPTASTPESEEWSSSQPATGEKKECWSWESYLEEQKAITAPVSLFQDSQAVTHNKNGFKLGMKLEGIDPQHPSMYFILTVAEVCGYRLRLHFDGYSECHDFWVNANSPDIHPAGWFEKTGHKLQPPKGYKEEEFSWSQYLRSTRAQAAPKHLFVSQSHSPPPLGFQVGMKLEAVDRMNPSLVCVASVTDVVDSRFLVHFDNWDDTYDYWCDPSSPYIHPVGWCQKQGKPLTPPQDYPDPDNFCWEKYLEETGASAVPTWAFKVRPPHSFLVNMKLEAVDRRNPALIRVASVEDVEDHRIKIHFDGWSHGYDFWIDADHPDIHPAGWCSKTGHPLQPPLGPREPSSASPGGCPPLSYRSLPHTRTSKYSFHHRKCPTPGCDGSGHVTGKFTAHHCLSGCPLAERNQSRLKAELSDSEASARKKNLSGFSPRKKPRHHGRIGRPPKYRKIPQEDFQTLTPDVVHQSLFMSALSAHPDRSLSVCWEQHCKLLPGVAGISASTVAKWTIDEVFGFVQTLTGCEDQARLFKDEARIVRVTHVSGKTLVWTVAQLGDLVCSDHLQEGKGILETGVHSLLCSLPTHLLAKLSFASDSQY
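Read-out is AlphaScreen signal from streptavidin donor and nickel chelate acceptor beads (10 ug/mL final each) bridging L3MBTL1 (50 nM) and biotinylated K9-monomethylated H3(1-15) peptide (75 nM), after 30 min compound exposure at room temperature.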
TRb SRC2 PPI: qHTS for Inhibitors of the Interaction of Thyroid Hormone Receptor and Steroid Receptor Coregulator 2 | actives 0.065% (n = 280,000) | Thyroid hormone receptor beta (Homo sapiens), P10828 | TRbeta-SRC2 peptide binding, fluorescence polarization; receptor liganded with 1 µM T3 | Potency, µM (series often up to 106 µM), without a hit: top-dose activity change, negative = inhibition, usual class: inhibitors;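 also: plate controls were bound peptide for no effect and peptide without receptor for full effect; nearly all actives have a fitted effect of over 50% in size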
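A fluorescence polarization screen tested compounds at multiple concentrations against complex formation between 0.6 uM TRb ligand-binding domain and 20 nM Texas Red SRC2 peptide, with 1 uM T3 present; readout after 5 hr.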
Tau fluor cs: Counterscreen qHTS for Inhibitors of Tau Fibril Formation, Fluorescence Polarization. tau K18 P301L Alexa594 fluorescence, heparin fibrillization. Potency, µM (series often up to 57.7 µM), without a hit: top-dose activity change, negative = decrease. actives 0.93% (n = 280,000). AID 1463, 2008; also: % is scaled to controls: 0 for no effect and ±100 for the full control effect; nearly all actives have a fitted effect of over 55% in size
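Human K18 P301L tau (15 uM unlabeled plus 0.24 uM Alexa 594-labeled, final) in 100 mM sodium acetate pH 7 was mixed with compound and 20 uM heparin and incubated 6 hr at 37 C.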
HTT cytoprotect: qHTS Multiplex Assay to Identify Dual Action Probes in a Cell Model of Huntington: Cytoprotection (ATP). PC12 HTT-Q103 induced, cytoprotection, ATP luminescence, 40 h. Potency, µM (series often up to 56.4 µM), for the others: cytoprotection (ATP increase), most hits filed as activators. actives 0.14% (n = 230,000). AID 1471, 2008;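 also: % of control where 0% means no effect; nearly all actives have a fitted effect of over 45% in size; toxic huntingtin expression switched on by the ecdysone agonist tebufenozide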
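Stable PC12 Q103-GFP cells in serum-supplemented, phenol red-free DMEM; induction by tebufenozide at 100 nM final; compound dose series; cell viability quantified luminescently from ATP.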
Tau ThT inhib: qHTS for Inhibitors of Tau Fibril Formation, Thioflavin T Binding | Microtubule-associated protein tau (Homo sapiens), P10636 | recombinant tau K18 P301L, heparin-induced fibrillization, ThT fluorescence | Potency, µM (top dose mostly 57.4 µM), without a hit: at the top dose activity, negative = inhibition, hits mostly inhibitors | actives 2.1% (n = 270,000) | AID 1460, 2008; also: % is scaled to controls: 0 for no effect and ±100 for the full control effect; nearly all actives have a fitted effect of over 55% in size
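Using a mix of unlabeled (15 uM) and Alexa 594-labeled (0.24 uM) tau K18 P301L, heparin-triggered fibrillization over 6 hr at 37 C was scored by ThT fluorescence.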
Starred values were filed as active, the others as inactive; i = inactive; ? = inconclusive; . = no result given; & = joins results of further samples; [ ] = remark or other dose. Unless noted, calls follow the shape of the dose curve; as a rule, active = well fitted curve in the direction sought with a large enough effect; inconclusive = small, poorly fitted or top-dose-only effect, or another doubt; inactive = no such curve, though single readings can be large; an effect the other way counts as inactive or inconclusive. Potency is read from the fitted curve at half-maximal effect.

SMILES | Tau FP inhib | TR SRC2 fluor cs | RECQ1 helicase | L3MBTL1 inh | TRb SRC2 PPI | Tau fluor cs | HTT cytoprotect | Tau ThT inhib
Cn1c(SCc2cccc([N+](=O)[O-])c2)nc2c(c1=O)SCC2 | 6% | 1% | i | -25% | -2% | -18% | -55%[inhibitor] | -11%
O=Cc1cn(Cc2ccccc2)nc1-c1cccnc1 | 1% | 0% | 1% | 20% | 3% | -2% | -34%[inhibitor] | -1%
NNC(=O)c1cccc(COc2ccccc2Br)c1 | 6% | 2% | i | -9% | 6% | -15% | -6% | ?
O=S(=O)(NCC(c1ccco1)N1CCN(c2ccc(F)cc2)CC1)c1ccc(F)cc1 (configuration not stated) | 5% | 0% | -4% | 6% | -14% | -5% | . | -4%
Cc1onc(-c2ccccc2)c1C(=O)Nc1nc2c(s1)CCCC2 | -3% | -5% | -15% | 1% | 4% | -17% | -17% | -11%
Cc1ccc(SCc2cn3cccnc3n2)cc1 | 5% | -1% | -3% | -1% | -16% | -7% | -13% | -8%
O=C(NC1(O)C(=O)c2ccccc2C1=O)c1ccc(C(F)(F)F)cc1 | ? | 1% | 13% | . | -14% | -15% | 12%[10 µM] | .
COC(=O)c1c(C)noc1-c1ccc(Cl)cc1 | 2% | -10% | i | 12% | -3% | -9% | -8%[10 µM] | -1%
O=C(COC(=O)C12CC3CC(CC(C3)C1)C2)Nc1nccs1 | 0% | -4% | 21% | -8% | -1% | 8% | . | 7%
CC(=O)Oc1ccc2c(=O)c(Oc3ccccc3[N+](=O)[O-])coc2c1 | -6% | -1% | -11% | -5% | -10% | -11% | 3%[10 µM] | ?
C=CCSc1nnc(-c2cc(Br)ccc2N)c(=O)[nH]1 | 5% | -4% | -16% | . | -2% | -16% | -6% | ?
O=C(NCCCN1CCOCC1)c1ccc(CS(=O)(=O)c2cccc(C(F)(F)F)c2)o1 | 4% | -1% | -1% | -3% | 11% | -11% | 2%[0.074 µM] | -11%
CCOc1ccc(OCC)c(NC(=O)C2CCCN(S(=O)(=O)c3cc(Br)cc4c3N(C(=O)CC)CC4)C2)c1 (configuration not stated) | 7% | 5% | . | . | -1% | -7% | . | 8%
O=C(NCc1ccco1)c1cccc2ccccc12 | 0% | -2% | i | -5% | 7% | -5% | -1% | -6%
COc1ccccc1C(=O)NN1C(=O)/C(=C/c2cccn2C)SC1=S | -16% | -4% | -3% | 26% | -8% | ? | 0%[10 µM] | ?
CC(C)(C)OC(=O)N1CCC(C(=O)N[C@@H](Cc2ccccc2)C(=O)O)(c2ccccc2)CC1 | 1% | -1% | -1% | 9% | 0% | 1% | . | -8%
CCn1nc(C)c(C2C(C#N)=C(N)OC3=C2C(=O)CC(C)(C)C3)c1C (configuration not stated) | 2% | -7% | -1% | 0% | -6% | -2% | . | -12%
CCOC(=O)c1cc(C(=O)c2cc(F)ccc2O)coc1=N | 1% | 0% | i | 2% | 3% | 2% | 14% | -2%
COc1ccc(/C=N/Nc2ccccc2C(=O)O)cc1Cn1cc([N+](=O)[O-])cn1 | -1% | -4% | 5% | -27% | 0% | -18% | 0%[10 µM] | ?
O=C(Nc1ccc(OCC(=O)N2CCC(Cc3ccccc3)CC2)cc1)c1ccco1 | -4% | 1% | i | . | -14% | -20% | -53%[inhibitor] | ?
O=C1c2ccccc2C(=O)N1CCOCCN1C(=O)c2ccccc2C1=O | -2% | 1% | i | 6% | 2% | -12% | -5%[10 µM] | -15%
N#Cc1ccsc1NC(=O)c1ccccn1 | -3% | 0% | -8% | -24% | -5% | 0% | -28% | -12%
Cc1cc(N2CCCCC2)c(F)cc1[N+](=O)[O-] | -5% | -2% | 0% | -6% | 6% | -4% | 11%[10 µM] | -11%
COCCNS(=O)(=O)c1ccc(OCC(=O)OC)c(Cl)c1 | 4% | -1% | -1% | 6% | 1% | -1% | -31%[0.074 µM] | -7%
CN(C)S(=O)(=O)c1ccc(C(=O)OCC(=O)NCc2ccccc2)cc1 | -4% | -1% | i | 6% | -2% | 5% | -47% | 9%

3 entries already listed, sorted by SMILES length, smallest number first.
SMILES | Tau FP inhib | TR SRC2 fluor cs | RECQ1 helicase | L3MBTL1 inh | TRb SRC2 PPI | Tau fluor cs | HTT cytoprotect | Tau ThT inhib
C=CCSc1nnc(-c2cc(Br)ccc2N)c(=O)[nH]1 | 5% | -4% | -16% | . | -2% | -16% | -6% | ?
COCCNS(=O)(=O)c1ccc(OCC(=O)OC)c(Cl)c1 | 4% | -1% | -1% | 6% | 1% | -1% | -31%[0.074 µM] | -7%
CN(C)S(=O)(=O)c1ccc(C(=O)OCC(=O)NCc2ccccc2)cc1 | -4% | -1% | i | 6% | -2% | 5% | -47% | 9%

Following part
SMILES | Tau FP inhib | TR SRC2 fluor cs | RECQ1 helicase | L3MBTL1 inh | TRb SRC2 PPI | Tau fluor cs | HTT cytoprotect | Tau ThT inhib
Cn1nccc1C(=O)N/N=C/c1cccnc1 | 2% | -2% | -16% | 15% | -3% | 0% | 8%[10 µM] | -5%
COC(=O)c1nc2n(n1)C(c1cccc(Cl)c1)C1=C(CC(C)(C)CC1=O)N2 (configuration not stated) | -4% | -1% | -6% | . | -12% | -10% | -8% | -15%
C/C=N\NC(=O)COc1cc(C)ccc1C | 4% | -1% | i | 3% | -4% | -2% | . | -14%
O=C(Nc1ccc2[nH]c(=O)[nH]c2c1)Nc1ccc(F)cc1F | ? | 0% | i | -4% | -1% | -26% | -14%[10 µM] | ?
COc1ccccc1NC(=O)C1=C(C)NC2=C(C(=O)CCC2)C1c1ccc2c(c1)OCO2 (configuration not stated) | 0% | 0% | -2% | -2% | 3% | -11% | 5%[10 µM] | -2%
Cc1cccc(C(=O)N2CCc3cc(-c4nc(NC(=O)Cn5nnc6ccccc6c5=O)sc4C)ccc32)c1 | -4% | -1% | -7% | -2% | 3% | -6% | 0%[10 µM] | 0%
O=S(=O)(Nc1ncccn1)c1ccc(-n2cnnn2)cc1 | -1% | -1% | i | -1% | -5% | 7% | -33% | 4%
Cc1nnc2n(C3CCCCC3)c(=O)c3c4c(sc3n12)COC(C)(C)C4 | 1% | -4% | 10% | 1% | 5% | -5% | -11% | -6%
CCOc1ccsc1C(=O)O | -2% | -1% | -6% | 7% | 7% | -7% | 14%[10 µM] | -6%
Cc1ccc(S(=O)(=O)Nc2ccc3c(c2)CCCN3C(=O)c2cccs2)cc1 | 3% | -1% | . | . | 0% | -19% | . | 4%
CCSc1nc(O)cc(=O)n1-c1ccc(OC)cc1 | 6% | 1% | -9% | 2% | 1% | 12% | -9% | -6%
Cc1cccc(OC(=O)Cn2c(C(F)(F)F)nc3ccccc32)c1 | -2% | -4% | 0% | 3% | 1% | -13% | 16% | -6%
COc1cc(S(=O)(=O)N2CCCCC2)ccc1NC(C)=O | 0% | -1% | i | . | -2% | -1% | 11% | -14%
O=C(CSc1ccc2nnc(-c3ccncc3)n2n1)Nc1nccs1 | ? | 0% | i | . | -3% | -16% | -5% | -10%
CCOC(=O)N1CCN(C(=O)CN(c2ccccc2OC)S(=O)(=O)c2ccc(OC)cc2)CC1 | 0% | -1% | i | -9% | 0% | -11% | 14%[10 µM] | -10%
CCOC(=O)c1c(NC(=O)C2CCCCC2C(=O)O)sc2c1CCCCC2 (configuration not stated) | 4% | -8% | i | 8%[11.4 µM] | -2% | 10% | 16%[10 µM] | ?
CCN(Cc1ccccc1)C(=O)c1cc2c(=O)oc3ccc(C)cc3c2s1 | -7%&-7% | -4%&1% | -12% | . | -4%&-21% | -20%&-20% | -11% | -16%&-11%
Cc1ccccc1NC(=O)Cn1c([N+](=O)[O-])cnc1C | 1% | -2% | -12% | 11% | 3% | 5% | -7%[10 µM] | 7%
COc1ccc(OC2C(=O)N(Cc3ccc(F)cc3)C2c2ccc(OC)c(OC)c2)cc1 (configuration not stated) | 0% | -5% | -5% | -4% | -4% | -14% | -44%[inhibitor] | -15%
CCOC(=O)c1cnn(-c2ccc(NS(=O)(=O)c3ccc(Cl)cc3)cc2)c1C(F)(F)F | ? | 0% | -25% | 7% | -4% | ? | 10%[10 µM] | -7%
COc1ccc(N2CCN(c3nc4ccccn4c(=O)c3C=O)CC2)cc1 | 3% | -2% | -1% | -2% | 4% | -13% | -12%[10 µM] | ?
CC(=O)N[C@@H](CSC/C=C(\C)CC/C=C(\C)CCC=C(C)C)C(=O)O | 4%&8%&-2% | -1%&1%&-1% | 0%&-2% | . | -1%&-9%&-2% | -3%&0%&-13% | -6%&-3%&-4% | ?
O=C(NNC(=O)c1ccc2ccccc2c1O)c1ccccc1Cl | 8% | -8% | -12% | -5% | -2% | -6% | 11%[10 µM] | ?
Cc1cc(C(=O)CN2C(=O)C(=O)N(CC(C)C)C2=O)c(C)n1-c1ccccc1F | -8% | -1% | -9% | . | 4% | -18% | -35%[inhibitor] | -14%
CN(C)C1(CNC(=O)COc2ccc(C(C)(C)C)cc2)CCCCC1 | 0% | 6% | . | . | -5% | -15% | . | -14%
OCCCCNCc1cc(Br)ccc1OCc1ccccc1F | -2% | 1% | i | 4% | 4% | -11% | 6%[10 µM] | -15%
COc1ccc(NC(=O)CNS(=O)(=O)c2cccc3nonc23)c(OC)c1 | 5% | 0% | -8% | 4% | -5% | -8% | -26% | -12%

A portion of the library, so the mix of outcomes need not match the whole.
